TAAR1 antag = human TAAR1 antagonists, primary screen, Fluo-8 calcium fluorescence, CHO RD-HGA16 cells; antagonist; inhibition, % at 3 µM; AID 624466, 2012; Trace amine-associated receptor 1 (Homo sapiens), Q96RJ0; 360,000 compounds, 1.5% hits;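 active means inhibition above a per-plate cutoff, the mean inhibition of test compounds on that plate plus 3 SD, cut at about 49% in these data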;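 further: 0% = DMSO plus EC80 beta-PEA response and 100% = DMSO alone without agonist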
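System: RD-HGA16 CHO cells with stable hTAAR1 and Gα16 | Probe or stimulus: EC80 β-phenethylamine stimulus | Dosing: 3 µM, single point | Times: Dye loading 75 min at 37 °C, then 30 min room temperature | Measured by: Fluo-8 calcium-sensitive fluorescence | Read-out basis: % inhibition of agonist calcium response | Replicates: n of 1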
M1 PAM = human M1 muscarinic receptor positive allosteric modulators, primary screen, CHO-K1 cells, Fluo-8 calcium fluorescence, 1536-well; CHO-K1 hM1, ACh EC20; 0% = ACh EC20, 100% = maximal ACh; 360,000 compounds, 0.088% hits; activation, % at 3 µM; in the data active means activation above about 19%, passing the limit was not always enough
Target sequence (P11229 whole entry, looked up): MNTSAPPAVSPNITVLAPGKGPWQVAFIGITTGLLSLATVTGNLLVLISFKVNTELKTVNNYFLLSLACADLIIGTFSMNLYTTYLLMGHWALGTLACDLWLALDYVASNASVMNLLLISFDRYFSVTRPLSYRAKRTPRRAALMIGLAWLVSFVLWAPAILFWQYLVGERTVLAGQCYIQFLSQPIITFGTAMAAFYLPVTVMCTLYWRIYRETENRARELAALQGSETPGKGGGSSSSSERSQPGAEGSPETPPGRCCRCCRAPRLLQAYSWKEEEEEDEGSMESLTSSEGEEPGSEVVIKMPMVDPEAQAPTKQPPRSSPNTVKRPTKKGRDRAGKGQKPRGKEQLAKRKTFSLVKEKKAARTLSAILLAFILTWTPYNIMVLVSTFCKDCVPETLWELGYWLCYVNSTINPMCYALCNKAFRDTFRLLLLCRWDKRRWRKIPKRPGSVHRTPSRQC
TAAR1 ag = human TAAR1 agonists, primary screen, Fluo-8 calcium fluorescence, CHO RD-HGA16 cells; activation, % at 3 µM; Trace amine-associated receptor 1 (Homo sapiens), Q96RJ0; vehicle wells 0%, saturating PEA agonist 100%; 360,000 compounds, 0.99% hits;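 active means activation above the mean activation of all test compounds in the run plus 3 SD, cut at about 38% in these data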
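Signal – calcium-sensitive Fluo-8 signal, excitation 470-495, emission 515-575 nm · System – RD-HGA16 (CHO) cells co-expressing Gα16 and hTAAR1 · Incubation – 17-24 h seeding, 75 min 37 °C dye, 30 min RT · Compound dosing – 3 µM single concentration · Repeats – no replicates (n 1)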
CHO parental Ca = ATP-evoked calcium signal inhibitors, parental CHO, primary screen, counter-screen for OX1R antagonist project, cell-based, fluorescence, Fluo-8 calcium dye. AID 463079, 2010. 330,000 compounds, 0.63% hits. inhibition, % at 5.6 µM. parental CHO-K1, ATP-induced calcium, Fluo-8 fluorescence;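 active means inhibition above that plate's mean sample inhibition plus 3 SD, cut at about 26% in these data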;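 further: 0% = ATP-challenged DMSO wells and 100% = DMSO wells without ATP; some compounds past the cut are filed as inactive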
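Assay system – parental CHO cells · Reagent – ATP stimulus · Detection – intracellular calcium via Fluo-8 no-wash fluorescent dye · Evaluation – percent inhibition of ATP-evoked calcium rise, normalized to controls · Controls – ATP wells versus no-ATP DMSO wells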
M1 ag = human M1 muscarinic receptor agonists, primary screen, Fluo-8 calcium fluorescence, CHO-K1 cells, HTS. Muscarinic acetylcholine receptor M1 (Homo sapiens), P11229. CHO-K1 hM1, agonist mode; 0% DMSO, 100% acetylcholine EC100. activation, % at 3 µM. 360,000 compounds, 0.33% hits. AID 588814, 2011;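 active means activation above the run's mean compound activation plus 3 SD, cut at about 16% in these data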;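 further: peak over basal fluorescence ratio within a 140 s kinetic read after compound addition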
CHRM1 antagonist = human M1 muscarinic receptor antagonists, primary screen, CHO-K1 cells, Fluo-8 calcium fluorescence, 1536-well. Muscarinic acetylcholine receptor M1 (Homo sapiens), P11229. CHO-K1 hM1, ACh EC80 antagonist. inhibition, % at 3 µM. 360,000 compounds, 1.3% hits;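 active means percent inhibition above its own plate's cutoff, namely the mean of that plate's compound wells plus 3 SD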;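 further: peak over basal fluorescence ratio during 140 s after agonist addition; 0% = ACh EC80 plus DMSO and 100% = DMSO alone without agonist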
V1aR counter = agonists of human V1a receptor, primary screen, counter-screen for OXTR agonist project, fluorescence, CHO-V1R cells; AID 2797, 2010; Vasopressin V1a receptor (Homo sapiens), P37288; activation, % at 3 µM; 320,000 compounds, 0.25% hits; Fluo-8 calcium fluorescence, agonist mode; 0% DMSO, 100% 3 nM vasopressin;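 active means activation above the mean activation of all tested compounds plus 3 SD, per screening run, cut at about 20% in these data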;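 further: signal is peak over basal fluorescence ratio across a 100 second FLIPR read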
Target sequence (P37288 whole entry, looked up): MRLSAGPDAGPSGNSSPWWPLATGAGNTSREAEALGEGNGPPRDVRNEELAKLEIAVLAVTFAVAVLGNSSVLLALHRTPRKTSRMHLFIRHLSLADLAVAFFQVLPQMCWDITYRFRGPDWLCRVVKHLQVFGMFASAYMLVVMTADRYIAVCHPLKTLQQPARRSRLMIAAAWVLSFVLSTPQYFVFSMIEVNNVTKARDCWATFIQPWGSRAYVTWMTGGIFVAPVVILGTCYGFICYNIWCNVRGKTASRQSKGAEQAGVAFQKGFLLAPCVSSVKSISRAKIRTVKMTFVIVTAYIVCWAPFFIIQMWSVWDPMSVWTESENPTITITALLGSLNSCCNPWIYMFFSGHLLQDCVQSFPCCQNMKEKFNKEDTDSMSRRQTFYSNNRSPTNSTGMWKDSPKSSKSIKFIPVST
OXTR agonist = human OXTR agonists, primary screen, fluorescence, CHO-OTR cells, Fluo-8 calcium | Oxytocin receptor (Homo sapiens), P30559 | Fluo-8 calcium fluorescence; normalized: DMSO 0%, oxytocin 100% | activation, % at 3 µM | 320,000 compounds, 0.32% hits;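 active means activation above the mean of all tested compounds plus 3 SD, cutoff set per screening run, cut at about 20% in these data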;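 further: peak over basal fluorescence ratio from a 100 s FLIPR kinetic read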
OXTR potentiate = human OXTR potentiators, primary screen, fluorescence, CHO-OTR cells, Fluo-8 calcium; Oxytocin receptor (Homo sapiens), P30559; Fluo-8 calcium fluorescence, potentiator mode; 0% = oxytocin EC15, 100% = EC100; activation, % at 3 µM; 320,000 compounds, 0.061% hits;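 active means activation above that plate's cutoff, the mean activation of tested compounds plus 3 SD, cut at about 6.6% in these data, passing the limit was not always enough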;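 further: 100% uses oxytocin at 75 nM as the full agonist control; some results filed as inactive read as strong as hits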
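Measured by – Fluo-8 calcium dye fluorescence · Test system – human OTR in CHO cells · Dosing – one concentration, 3.0 µM compound · Controls – EC15 oxytocin alone as 0%, 75 nM oxytocin as 100% · Evaluation – normalized max/min fluorescence ratio, % activation · Timing – 6 min pre-incubation, 100 s read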
The depositor's hits bear a star; x = no result given.

SMILES | TAAR1 antag | M1 PAM | TAAR1 ag | CHO parental Ca | M1 ag | CHRM1 antagonist | V1aR counter | OXTR agonist | OXTR potentiate
CCOC(=O)C(Cc1ccc(O)cc1)NC(=O)CNC(=O)C(CC(C)C)NC(=O)OC(C)(C)C (stereo not drawn) | -18 | -2 | 0 | -9 | -8 | 3 | -0.2 | 0.4 | 5
CC(C)C[C@@H](CN1C(=O)C(=O)NC[C@@H]1CC(C)C)NC(=O)Cc1ccccc1 | -1 | 4 | 4 | -11 | -2 | 4 | -0.4 | 0.0 | 5
Cc1ccc2c(CC(=O)Nc3sccc3C(N)=O)coc2c1 | 7 | 3 | 11 | -30 | 1 | 2 | 1.1 | 2.2 | -7
N#CC1=C2N=C(N)c3ccccc3N2C2=C(C(=O)CCC2)C1c1ccccc1F (stereo not drawn) | -6 | 2 | 3 | -15 | -2 | -4 | 0.1 | 0.3 | 1
COc1cc(/C=C(\C#N)c2nc3c(s2)CCCC3)ccc1O | x | x | x | 82* | x | x | 57* | 60* | -24
Cc1ccc(S(=O)(=O)N(CC(=O)NCc2ccc(F)cc2)C(=O)N2CCN(C)CC2)cc1 | -19 | 5 | 3 | -5 | -3 | -5 | 0.1 | 0.5 | 0
CSc1ncccc1C(=O)OCC(=O)NC1CCCC1 | -5 | 8 | 8 | -4 | -5 | -4 | 0.7 | -1.2 | -4
NC(=O)c1ccc(NC(=O)COC(=O)c2ccc3c(c2)OCCO3)cc1 | 3 | 0 | 1 | -5 | -1 | 0 | 0.2 | 1.1 | -2
Nc1nc(NC(=O)c2cccnc2)nn1-c1ccccc1 | -2 | 4 | 2 | -8 | -1 | 1 | 0.7 | 1.5 | 2
COc1cc(/C=N\NC(=O)C2C(=O)NCC2c2ccccc2)cc(OC)c1O (stereo not drawn) | -4 | -5 | 3 | -4 | -2 | 3 | 0.6 | 0.7 | -8
Cc1ccccc1N(C(=O)CNC(=O)c1ccco1)C(C(=O)NC1CCCCC1)c1cccnc1 (stereo not drawn) | -2 | 9 | -1 | 2 | -2 | -11 | 0.1 | 0.0 | -12
CC1=C(C)CC(C(=O)NC(C)CCc2ccccc2)C(C(=O)O)C1 (stereo not drawn) | 4 | 4 | 10 | -12 | -2 | -6 | -0.1 | 0.9 | -3
COC(=O)c1ccc(CNC(=O)CSC2=NCCS2)cc1 | 0 | 11 | 9 | 7 | -11 | 3 | 0.4 | -1.0 | -10
COc1ccc(-n2c(SCC(=O)NCc3ccco3)nc3c([nH]c4ccccc43)c2=O)cc1 | 27 | -2 | -1 | -2 | -8 | 1 | -0.6 | -1.1 | -7
COc1ccc(C(=O)Nn2cnc3scc(-c4cccs4)c3c2=O)c(O)c1 | 6 | 4 | -1 | -19 | -3 | -7 | 2.5 | -2.5 | -12

Only M1 ag, CHRM1 antagonist and CHO parental Ca, for some of the entries so far:
| SMILES | M1 ag | CHRM1 antagonist | CHO parental Ca |
| --- | --- | --- | --- |
| CC(C)C[C@@H](CN1C(=O)C(=O)NC[C@@H]1CC(C)C)NC(=O)Cc1ccccc1 | -2 | 4 | -11 |
| Cc1ccc2c(CC(=O)Nc3sccc3C(N)=O)coc2c1 | 1 | 2 | -30 |
| N#CC1=C2N=C(N)c3ccccc3N2C2=C(C(=O)CCC2)C1c1ccccc1F (stereo not drawn) | -2 | -4 | -15 |
| COc1cc(/C=C(\C#N)c2nc3c(s2)CCCC3)ccc1O | x | x | 82* |

(next part)
SMILES | TAAR1 antag | M1 PAM | TAAR1 ag | CHO parental Ca | M1 ag | CHRM1 antagonist | V1aR counter | OXTR agonist | OXTR potentiate
N#Cc1c(-n2ccnc2)cccc1-n1ccnc1 | 8 | -2 | 1 | 0 | -6 | 1 | 0.1 | 1.5 | 7
C/C(N)=C(/C#N)C(=O)CSc1nnc(C)n1-c1ccccc1 | -11 | 5 | 0 | -10 | -2 | -1 | 0.8 | 0.3 | 0
C=CCN(C(=O)CNS(=O)(=O)c1ccccc1)C(C(=O)NCCOC)c1cccnc1 (stereo not drawn) | -13 | 5 | 6 | 6 | -2 | -9 | 0.2 | 0.4 | -4
CCN1C(=O)/C(=C/c2ccc(OCc3ccc(C(=O)O)cc3)c(Cl)c2)NC1=S | 96* | -5 | 100* | 3 | 13 | 16 | 3.9 | 0.4 | -15
COc1ccccc1[C@@H]1C(c2cccc(C)c2)=NN(c2ccc(Br)cc2)[C@H]1C(=O)N1CCOC1=O | -36 | 1 | 1 | -16 | -2 | 6 | x | x | x
CC(=O)Nc1c(Br)cc2c(c1Br)Cc1cc([N+](=O)[O-])ccc1-2 | 9 | 5 | 1 | x | -2 | -11 | x | x | x
Cc1cc([N+](=O)[O-])nn1CCCC(=O)Nc1c(C)n(C)n(-c2ccccc2)c1=O | -17 | -14 | 1 | 14 | -4 | 31* | 0.8 | 1.4 | -1
Cc1cc(C)nc(NS(=O)(=O)c2ccc(NC(=O)c3snnc3C)cc2)n1 | -30 | 2 | 13 | 4 | -2 | -1 | 0.5 | 0.5 | -2
Cc1cccc(OCCCn2ccnc2)c1 | -12 | 4 | 13 | -8 | -12 | -12 | 0.2 | 1.2 | -1
C[C@H]1CN([C@@H](C)CO)C(=O)c2cc(NC(=O)Cc3ccccc3)ccc2O[C@H]1CN(C)Cc1ccccc1 | 7 | 5 | 9 | -24 | -9 | -1 | 1.5 | 1.0 | 2
CCc1ccc(NC(=O)C(NS(=O)(=O)c2cccc3nsnc23)c2ccccc2)cc1 (stereo not drawn) | 17 | 1 | 13 | -15 | -8 | -9 | -0.6 | -1.9 | -7
COc1ccc(N(C)S(=O)(=O)c2cccc(C(=O)NC3CCCCCC3)c2)cc1 | -16 | -2 | -2 | -19 | -5 | 10 | -0.7 | -2.5 | -8
CCCCn1c(N)c(N(CCOC)C(=O)c2sc3ccccc3c2Cl)c(=O)[nH]c1=O | -30 | 3 | 1 | -3 | -2 | 1 | 0.5 | 0.0 | -8
COc1ccc(-n2cnc3scc(-c4ccccc4)c3c2=O)cc1 | 8 | 7 | -2 | 0 | -9 | -8 | -0.8 | -0.2 | -11
CCN1CCN(CCOCCOc2ccccc2)CC1 | 5 | 6 | 5 | -1 | -5 | -7 | 1.4 | -0.7 | -12
Cc1c(C(=O)NCC2CCCO2)oc2ccc3c(c12)C(=O)CC(C)(C)O3 (stereo not drawn) | -15 | 2 | 2 | 0 | -4 | 4 | 0.2 | -0.6 | -12
CSc1ccc(/C=C(/NC(=O)c2ccco2)C(=O)N2CCCCCC2)cc1 | -1 | 5 | 3 | -18 | -2 | -6 | 0.7 | 2.9 | -8
CCc1noc(C)c1C(=O)Nc1nc(-c2ccc(OC)cc2)cs1 | 25 | -19 | 5 | -17 | -2 | 37* | 1.9 | -2.6 | -3
CCn1c(NCCc2ccc(OC)c(OC)c2)nc2c1c(=O)n(C)c(=O)n2C | 2 | -2 | 2 | -6 | -2 | 1 | 3.3 | 1.0 | -13
COc1ccc(Br)cc1C(=O)Nc1nnn(C)n1 | -5 | 1 | 4 | -5 | 0 | -8 | 0.0 | -0.1 | 3
CCOC(=O)c1ccc(NCc2nc3ccccc3n2C)cc1 | 5 | 7 | 5 | -14 | -3 | -7 | 2.6 | 2.3 | -10
CCOC(=O)c1cc(C#N)c(SCc2ccc(C#N)cc2)nc1C | 6 | 5 | 11 | -11 | 0 | -9 | 1.2 | -0.5 | -7
CCOc1ccc(C(=O)NCc2ccco2)cc1OCC | -8 | 12 | 0 | -8 | -1 | -8 | -1.0 | -1.2 | -3
CCCCCSc1nnc(N)s1 | -8 | 27* | -2 | -2 | -2 | -20 | -2.2 | -2.2 | -5
COc1ccccc1N1CCN(C(=O)C2CCN(S(=O)(=O)c3ccc4c(c3)CC(C)N4C(=O)C3CC3)CC2)CC1 (stereo not drawn) | 57* | -13 | 13 | -18 | 2 | 30 | 12 | 5.3 | -7
C=CCn1c(=S)[nH]c2sc3c(c2c1=O)CCC3 | -16 | 1 | -1 | x | -8 | -1 | x | x | x
CC(=O)Nc1ccc(NC(=O)CSc2nnc(CC(C)O)n2-c2ccccc2)cc1 (stereo not drawn) | -13 | 17 | 2 | -7 | 1 | -18 | 0.3 | 1.6 | 2
O=C(CSc1nc(-c2ccccc2)cc(C(F)(F)F)n1)c1cccc([N+](=O)[O-])c1 | -15 | 6 | 4 | -10 | -3 | -11 | 2.2 | 0.3 | 1
Cc1c(O)nc(SCC(=O)Nc2nccs2)n(-c2ccccc2F)c1=O | -13 | 2 | 4 | x | -2 | -1 | x | x | x
O=C(CN1C(=O)/C(=C/c2ccccc2)SC1=S)NNC(=O)c1ccccc1O | -15 | 1 | 10 | 0 | -4 | 1 | 1.6 | -0.3 | -1

Overlap with the part before: 2 entries, then new ones.
SMILES | TAAR1 antag | M1 PAM | TAAR1 ag | CHO parental Ca | M1 ag | CHRM1 antagonist | V1aR counter | OXTR agonist | OXTR potentiate
Cc1c(O)nc(SCC(=O)Nc2nccs2)n(-c2ccccc2F)c1=O | -13 | 2 | 4 | x | -2 | -1 | x | x | x
O=C(CN1C(=O)/C(=C/c2ccccc2)SC1=S)NNC(=O)c1ccccc1O | -15 | 1 | 10 | 0 | -4 | 1 | 1.6 | -0.3 | -1
COc1ccccc1C(=O)N/C(=C/c1ccc(Br)cc1)C(=O)N1CCCC1 | -3 | -7 | 14 | -16 | -2 | 12 | -0.1 | -2.0 | -6
COc1ccc(CNC(=O)CN2C(=O)NC(Cc3ccccc3)(c3ccccc3)C2=O)cc1OC (stereo not drawn) | 24 | 4 | 2 | -29 | -3 | -4 | -0.9 | -1.0 | -8
CC(C)CCNC(=O)C12CN(Cc3ccccc3)CC1C(c1cccc([N+](=O)[O-])c1)=NO2 (stereo not drawn) | -14 | -7 | 4 | -21 | -8 | 11 | -0.2 | -2.6 | -5
O=C(Nc1cccc(Cl)c1N1CCOCC1)c1cccs1 | -3 | 8 | 1 | -21 | -2 | -13 | 0.6 | -1.3 | -8
Cc1cccc(C)c1NC(=O)CSc1nc(-c2ccco2)cc(C(F)(F)F)n1 | -2 | 6 | 1 | -8 | -3 | -1 | 0.6 | -0.7 | 2

Screens from PubChem BioAssay.
